VCAM1 TNFa inh = reduces TNF alpha induced VCAM1 expression in HUVEC. HUVEC TNFa-induced VCAM-1 immunofluorescence, high-content imaging. inhibition, % at 2 µM. actives 0.48% (n = 95,000). AID 802;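 active means inhibition above the batch mean plus 3 SD, with images confirmed as a hit by eye, cut at about 37% in these data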;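 further: 0% = TNF-stimulated DMSO wells and 100% = unstimulated control wells; not every result past the cut was called active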
Pyk2 oligo antag = blocks oligomerization of human Pyk2 in cells; actives 0.83% (n = 99,000); Q293 cells, Pyk2 FERM NanoBiT luminescence; active compounds read low; z-score (the deposit names both 25 µM and 10 µM); AID 1347419; Q14289;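 active means Z-score of -3 or lower, scaled per plate to the spread of control and sample wells; inactive means z-score above -3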;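 further: negative z-score means lost luminescence so less FERM oligomerization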
FAK inh = FAK (human) kinase inhibition; Q05397; biochemical FAK kinase activity assay; inhibition, %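 (tested at 7 µM)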; actives 0.84% (n = 97,000); in the data active means inhibition above about 19%;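 further: 0% = DMSO and 100% = reference compound high control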
cytoskel mod = modifiers of cytoskeleton assembly; inhibition, % at 2 µM; HUVEC TNFa F-actin phalloidin imaging, high content; actives 0.18% (n = 91,000); AID 836;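 active means inhibition above the batch mean plus 3 SD and confirmed as a hit by visual image inspection, cut at about 30% in these data, passing the limit was not always enough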; further: strong numbers were not always called active
LYP act = increases human PTPN22 phosphatase activity; recombinant LYP, DiFMUP fluorescence; 0 = plate median, 100 = signal doubled; activation, % at 2 µM; actives 0.11% (n = 96,000); AID 697; Q9Y2R2;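 active means activation at 2 µM above a set limit, the mean plus 5 SD, cut at about 37% in these data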
Target sequence (Q9Y2R2 whole entry, looked up): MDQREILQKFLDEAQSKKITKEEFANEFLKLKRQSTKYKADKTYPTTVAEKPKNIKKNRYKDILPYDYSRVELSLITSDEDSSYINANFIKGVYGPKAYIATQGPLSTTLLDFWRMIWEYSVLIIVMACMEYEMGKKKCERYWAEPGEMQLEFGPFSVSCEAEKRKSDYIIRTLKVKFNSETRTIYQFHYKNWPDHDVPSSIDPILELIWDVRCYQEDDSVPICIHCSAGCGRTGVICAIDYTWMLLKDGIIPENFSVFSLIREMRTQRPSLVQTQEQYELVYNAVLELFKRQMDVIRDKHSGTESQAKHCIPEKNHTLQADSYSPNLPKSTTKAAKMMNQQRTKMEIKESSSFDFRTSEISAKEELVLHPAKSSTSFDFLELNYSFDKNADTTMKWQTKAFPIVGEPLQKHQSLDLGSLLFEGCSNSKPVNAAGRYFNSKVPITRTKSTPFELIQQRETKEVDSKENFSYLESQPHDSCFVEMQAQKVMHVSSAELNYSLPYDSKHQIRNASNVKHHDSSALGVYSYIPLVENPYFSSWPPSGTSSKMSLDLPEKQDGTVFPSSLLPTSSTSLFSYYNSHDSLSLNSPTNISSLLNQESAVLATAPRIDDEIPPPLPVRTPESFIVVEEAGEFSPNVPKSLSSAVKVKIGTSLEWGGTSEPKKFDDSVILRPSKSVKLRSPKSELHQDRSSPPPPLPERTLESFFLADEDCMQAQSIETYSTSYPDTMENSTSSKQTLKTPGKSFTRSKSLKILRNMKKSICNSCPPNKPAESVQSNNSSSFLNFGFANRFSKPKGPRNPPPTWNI
HUVEC tox TNFa = HUVEC cytotoxicity counter-screen, TNF alpha stimulated. cell count reduction, % at 2 µM. actives 0.17% (n = 93,000). AID 848. HUVEC TNFalpha-stimulated, Hoechst cell count, imaging;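 active means cell count reduction exceeding the screen mean by over 5 SD, scaled to untreated wells per plate, cut at about 78% in these data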;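 further: cells counted after 24 h of TNF alpha exposure following the 1 h pretreatment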
PTPN22 inh 2 = inhibitors of human LYP (PTPN22) phosphatase | Q9Y2R2 | recombinant LYP catalytic domain, DiFMUP fluorescence | inhibition, % at 2 µM | actives 0.21% (n = 96,000) | AID 640;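 active means inhibition at 2 µM at or above a set limit, the screen mean plus 3 SD, cut at about 24% in these data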;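 further: 0% = DMSO with enzyme and 100% = enzyme fully blocked by orthovanadate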
IL1B cytotox = toxic to HUVEC cells under IL-1B stimulation | HUVEC cell count loss, Hoechst imaging, IL-1B stimulated | cell count reduction, % at 2 µM | actives 0.41% (n = 94,000) | AID 845;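 active means cell count reduction more than 3 SD above the screen-wide mean, cut at about 70% in these data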;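 further: normalized per plate to untreated control cells as the no-loss baseline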
ERa coact inh = blocks coactivator binding to human estrogen receptor alpha; P03372; TR-FRET ER-alpha LBD / SRC-1 peptide, estradiol-bound; inhibition, % at 25.6 µM; actives 1.7% (n = 86,000); in the data active means inhibition above about 50%;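 further: 0% = receptor plus peptide control and 100% = peptide only without receptor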
An asterisk follows results filed as active; [ ] = dose if it differs, or a comment. An unsorted share of the library; any-hit rate near 3.8%.

Results for COc1ccc(Cl)cc1-c1n[nH]c(=S)o1 ?
VCAM1 TNFa inh: 7; Pyk2 oligo antag: 2; FAK inh: -20; cytoskel mod: 7; LYP act: -2; HUVEC tox TNFa: -8; PTPN22 inh 2: -1; IL1B cytotox: -42; ERa coact inh: -13[fluorescence artefact?]

What do the screens show for `CCCOC(=O)NC(CC)COC(=O)Nc1cc(C)ccc1C` (configuration not stated)?
VCAM1 TNFa inh: 6; Pyk2 oligo antag: 0.4; FAK inh: 3; cytoskel mod: 17; LYP act: -1; HUVEC tox TNFa: -36; PTPN22 inh 2: -1; IL1B cytotox: 6

How did O=C1c2oc3ccccc3c(=O)c2C(c2cccs2)N1CCCN1CCOCC1 (configuration not stated) do in these assays?
VCAM1 TNFa inh: 13; Pyk2 oligo antag: -0.37; FAK inh: 1; cytoskel mod: -1; LYP act: 1; HUVEC tox TNFa: -28; PTPN22 inh 2: -2; IL1B cytotox: -17; ERa coact inh: 9

How did Cc1cccc(NC(=O)c2cnc3n(c2=O)CCS3)c1 do in these assays?
VCAM1 TNFa inh: -1; Pyk2 oligo antag: -0.53; FAK inh: -1; cytoskel mod: 4; LYP act: 0; HUVEC tox TNFa: 5; PTPN22 inh 2: 1; IL1B cytotox: 10; ERa coact inh: -4

How did COc1ccccc1NC(=O)CN1C(=O)CCS(=O)(=O)c2ccccc21 do in these assays?
VCAM1 TNFa inh: 6; Pyk2 oligo antag: 0.06; FAK inh: -5; cytoskel mod: -4; LYP act: -4; HUVEC tox TNFa: 0; PTPN22 inh 2: 8; IL1B cytotox: -21; ERa coact inh: -1

What do the screens show for `O=C(NCC(=O)N(c1ccccc1)C(C(=O)NC1CCCC1)c1ccncc1)c1ccco1` (configuration not stated)?
VCAM1 TNFa inh: 2; Pyk2 oligo antag: 0.58; FAK inh: -2; cytoskel mod: -6; LYP act: -1; HUVEC tox TNFa: -20; PTPN22 inh 2: 2; IL1B cytotox: 18; ERa coact inh: -6

What do the screens show for `O=C(COC(=O)c1ccco1)Nc1cccc(Br)c1`?
VCAM1 TNFa inh: -4; Pyk2 oligo antag: 0.54; FAK inh: 3; cytoskel mod: -5; LYP act: 3; HUVEC tox TNFa: -22; PTPN22 inh 2: -4; IL1B cytotox: 8; ERa coact inh: -35

How did Cc1nc(=O)c(-c2ccccc2)c(C)n1-c1ccc(S(N)(=O)=O)cc1 do in these assays?
VCAM1 TNFa inh: 12; Pyk2 oligo antag: 0.14; FAK inh: 1; cytoskel mod: -9; LYP act: 36; HUVEC tox TNFa: -24; PTPN22 inh 2: -40; IL1B cytotox: 6; ERa coact inh: -38

How did CCCOc1c(Cl)cc(C(=O)Nc2ccc3c(c2)OCO3)cc1OCC do in these assays?
VCAM1 TNFa inh: -28; Pyk2 oligo antag: -0.23; FAK inh: 2; cytoskel mod: -3; LYP act: -1; HUVEC tox TNFa: -7; PTPN22 inh 2: -3; IL1B cytotox: 6

How did COc1ccc(Cl)cc1NC(=O)c1ccco1 do in these assays?
VCAM1 TNFa inh: 4; Pyk2 oligo antag: -1.7; FAK inh: 11; cytoskel mod: 1; LYP act: -3; HUVEC tox TNFa: -2; PTPN22 inh 2: 3; IL1B cytotox: -43; ERa coact inh: -5

What do the screens show for `CCOc1ccc(S(=O)(=O)NCCC(=O)OC(C)C(=O)N2CCc3ccccc32)cc1` (configuration not stated)?
VCAM1 TNFa inh: -17; Pyk2 oligo antag: 1.2; FAK inh: 1; cytoskel mod: 34; LYP act: -5; HUVEC tox TNFa: -10; PTPN22 inh 2: 2; IL1B cytotox: 1; ERa coact inh: -1

Results for CCOC(=O)/C(N=Nc1ccc(Cl)cc1)=C(/O)c1ccc([N+](=O)[O-])cc1 ?
VCAM1 TNFa inh: -2; Pyk2 oligo antag: 0.64; FAK inh: 3; cytoskel mod: -19; LYP act: 15; HUVEC tox TNFa: -9; PTPN22 inh 2: -17; IL1B cytotox: 2

What do the screens show for `Cc1ccc(Sc2ncccc2COC(=O)Nc2c(C)cccc2C)cc1`?
VCAM1 TNFa inh: -40; Pyk2 oligo antag: -0.87; FAK inh: -4; cytoskel mod: -7; LYP act: -3; HUVEC tox TNFa: -16; PTPN22 inh 2: 5; IL1B cytotox: -15

How did O=C(CSc1ncc(-c2ccccc2)n1C1CCCC1)N1CCc2ccccc21 do in these assays?
VCAM1 TNFa inh: 12; Pyk2 oligo antag: -1.6; FAK inh: 9; cytoskel mod: -1; LYP act: 2; HUVEC tox TNFa: 8; PTPN22 inh 2: -4; IL1B cytotox: 40

Results for Cc1onc(-c2c(F)cccc2Cl)c1C(=O)Nc1nc2c(s1)CCCC2 ?
VCAM1 TNFa inh: 14; Pyk2 oligo antag: -3.6*; FAK inh: -1; cytoskel mod: 16; LYP act: 6; HUVEC tox TNFa: -5; PTPN22 inh 2: -11; IL1B cytotox: -14; ERa coact inh: -2

Results for CCCCNC(=O)c1sc2ncnc(N3CCc4ccccc4C3)c2c1C ?
VCAM1 TNFa inh: 2; Pyk2 oligo antag: -0.27; FAK inh: 14; cytoskel mod: -8; LYP act: 1; HUVEC tox TNFa: -13; PTPN22 inh 2: 1; IL1B cytotox: -7; ERa coact inh: -3

What do the screens show for `CCn1nnnc1Oc1ccc(Cl)cc1`?
VCAM1 TNFa inh: 15; Pyk2 oligo antag: 0.9; FAK inh: -2; cytoskel mod: -3; LYP act: 6; HUVEC tox TNFa: -2; PTPN22 inh 2: -9; IL1B cytotox: -32; ERa coact inh: 0

How did CCn1c(CSc2nc3ccccc3s2)nnc1SCC(=O)c1ccc(Cl)cc1 do in these assays?
VCAM1 TNFa inh: -1; Pyk2 oligo antag: -0.2; FAK inh: 3; cytoskel mod: 6; LYP act: -3; HUVEC tox TNFa: -23; PTPN22 inh 2: 1; IL1B cytotox: -12

Results for CCCc1[nH]nc2c1C(c1ccc(OC)c(Cn3nc(C)c(Br)c3C)c1)C(C#N)=C(N)O2 (configuration not stated) ?
VCAM1 TNFa inh: 14; Pyk2 oligo antag: -1.4; FAK inh: 4; cytoskel mod: 18; LYP act: -13; HUVEC tox TNFa: 46; PTPN22 inh 2: 16; IL1B cytotox: -6; ERa coact inh: -39[fluorescence artefact?]

Results for Cc1csc(C(=O)O)c1-n1cccc1 ?
VCAM1 TNFa inh: 13; Pyk2 oligo antag: -0.04; FAK inh: -2; cytoskel mod: -25; LYP act: -9; HUVEC tox TNFa: -12; PTPN22 inh 2: 10; IL1B cytotox: -22

How did COc1ccc(OCC(O)CN2C(=O)c3ccccc3S2(=O)=O)cc1 (configuration not stated) do in these assays?
VCAM1 TNFa inh: -22; Pyk2 oligo antag: -1.2; FAK inh: 4; cytoskel mod: -47; LYP act: 0; HUVEC tox TNFa: 0; PTPN22 inh 2: -1; IL1B cytotox: 32; ERa coact inh: -5

Results for Cc1cc(C(=O)CN2C(=O)NC3(CCCc4ccccc43)C2=O)c(C)n1Cc1cccs1 (configuration not stated) ?
VCAM1 TNFa inh: 7; Pyk2 oligo antag: 0.25; FAK inh: 1; cytoskel mod: 0; LYP act: -4; HUVEC tox TNFa: -25; PTPN22 inh 2: 2; IL1B cytotox: -32; ERa coact inh: 2

Results for C=CCn1c(=O)/c(=C\c2ccsc2)s/c1=C(/C#N)C(=O)NCCN1CCOCC1 ?
VCAM1 TNFa inh: -5; Pyk2 oligo antag: 0.27; FAK inh: -2; cytoskel mod: -20; LYP act: 3; HUVEC tox TNFa: -4; PTPN22 inh 2: -3; IL1B cytotox: -13; ERa coact inh: -10[fluorescence artefact?]

Results for CCOC(=O)c1ccc(NC(=O)Cn2cc3c(n2)CCC(C)C3)cc1 (configuration not stated) ?
VCAM1 TNFa inh: 11; FAK inh: -11; cytoskel mod: 15; LYP act: -6; HUVEC tox TNFa: -19; PTPN22 inh 2: 5; IL1B cytotox: -33; ERa coact inh: 9[fluorescence artefact?]

What do the screens show for `COC(=O)CSc1nsc(SCC(=O)OC)n1`?
VCAM1 TNFa inh: 19; Pyk2 oligo antag: 0.44; FAK inh: -2; cytoskel mod: 6; LYP act: 1; HUVEC tox TNFa: -28; PTPN22 inh 2: -4; IL1B cytotox: -20; ERa coact inh: -2

What do the screens show for `Clc1ccc2c(c1)C1=C(C(c3ccncc3)O2)C(c2ccc(Br)cc2)n2ncnc2N1` (configuration not stated)?
VCAM1 TNFa inh: 4; Pyk2 oligo antag: -2.4; FAK inh: 8; cytoskel mod: 5; LYP act: -15; HUVEC tox TNFa: -9; PTPN22 inh 2: 18; IL1B cytotox: 0; ERa coact inh: 1

How did CCn1cc(C(=O)NCc2cccnc2)c(=O)c2cc(F)c(N3CCN(C(=O)c4ccco4)CC3)cc21 do in these assays?
VCAM1 TNFa inh: 34; Pyk2 oligo antag: 3.8; FAK inh: -3; cytoskel mod: -26; LYP act: -2; HUVEC tox TNFa: 2; PTPN22 inh 2: 4; IL1B cytotox: -57; ERa coact inh: 1

What do the screens show for `O=C(NCc1ccco1)c1cc(-c2ccco2)on1`?
VCAM1 TNFa inh: 0; Pyk2 oligo antag: -0.06; FAK inh: -4; cytoskel mod: -6; LYP act: -7; HUVEC tox TNFa: -14; PTPN22 inh 2: 5; IL1B cytotox: -6; ERa coact inh: 9

What do the screens show for `CN1CCCN(Cc2ccc(Cl)cc2Cl)CC1`?
VCAM1 TNFa inh: 3; Pyk2 oligo antag: 0.26; FAK inh: 1; cytoskel mod: 4; LYP act: 2; HUVEC tox TNFa: -4; PTPN22 inh 2: 1; IL1B cytotox: 6; ERa coact inh: -4

What do the screens show for `Cc1ccc(NC(=S)NCCN2CCOCC2)cc1C`?
VCAM1 TNFa inh: -37; Pyk2 oligo antag: 0.5; FAK inh: 8; cytoskel mod: -21; LYP act: -17; PTPN22 inh 2: 20; IL1B cytotox: 2

What do the screens show for `CCN1CCCC1CNC(=O)C1CCCN(S(=O)(=O)c2cccc3nsnc23)C1` (configuration not stated)?
VCAM1 TNFa inh: -5; Pyk2 oligo antag: 0.08; FAK inh: 0; cytoskel mod: -14; LYP act: 1; HUVEC tox TNFa: -9; PTPN22 inh 2: -2; IL1B cytotox: 14

What do the screens show for `COc1ccc(NC(=O)c2c(OC)cccc2OC)c(OC)c1`?
VCAM1 TNFa inh: -5; Pyk2 oligo antag: -4.4*; FAK inh: 2; cytoskel mod: -12; LYP act: -4; HUVEC tox TNFa: -15; PTPN22 inh 2: 5; IL1B cytotox: -31; ERa coact inh: 19[fluorescence artefact?]

How did COc1cccc2c(=O)ccoc12 do in these assays?
VCAM1 TNFa inh: -8; Pyk2 oligo antag: 1.7; FAK inh: -2; cytoskel mod: 7; LYP act: -1; HUVEC tox TNFa: -14; PTPN22 inh 2: -2; IL1B cytotox: 5

Results for CC(C)(C)c1ccc(C(=O)NC(Cc2ccccc2)C(=O)O)cc1 (configuration not stated) ?
VCAM1 TNFa inh: 31; Pyk2 oligo antag: -0.07; FAK inh: -3; cytoskel mod: 3; LYP act: 10; HUVEC tox TNFa: -10; PTPN22 inh 2: -8; IL1B cytotox: -5; ERa coact inh: -3

What do the screens show for `O=C(CSCc1ccc(Cl)cc1)N/N=C/c1ccc(OCC(=O)Nc2ccccc2)cc1`?
VCAM1 TNFa inh: 15; Pyk2 oligo antag: 0.44; FAK inh: 13; cytoskel mod: 11; LYP act: -4; HUVEC tox TNFa: 55; PTPN22 inh 2: 8; IL1B cytotox: -69

How did O=C(c1coc2ccccc2c1=O)N1CCN(c2cccc(C(F)(F)F)c2)CC1 do in these assays?
VCAM1 TNFa inh: -3; Pyk2 oligo antag: -1.5; FAK inh: 9; LYP act: -6; HUVEC tox TNFa: -21; PTPN22 inh 2: 3; IL1B cytotox: -18; ERa coact inh: 3[fluorescence artefact?]

Screening data as filed in PubChem.
